PLCg1 inh: PLC-gamma1 enzyme inhibitors, primary screen, biochemical, fluorescence, purified enzyme; fluorogenic substrate; inhibition, % at 12.2 µM; 370,000 compounds, 0.84% hits; in the data active = inhibition above about 9.5%
proKLK7 act: proKLK7 zymogen activators, primary screen, biochemical, fluorescence intensity. activation, % at 7 µM. purified proKLK7, EDANS-DABCYL substrate fluorescence; 100% is mature enzyme control, 0% vehicle. 370,000 compounds, 0.9% hits. Kallikrein-7 (Homo sapiens), P49862;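 active = activation above the mean of all tested compounds plus 3 SD, computed per campaign excluding outliers beyond control limits, cut at about 13% in these data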
DDE Tn7 FP inh: inhibitors of Tn7 peptide binding to fibrin DD(E), primary screen, biochemical, fluorescence polarization, human fibrin, Tn7 probe | Fibrinogen beta chain (Homo sapiens), P02675 | inhibition, % at 8.3 µM | FP displacement of FITC-Tn7 peptide from fibrin DD(E); 0% = median of compound wells per plate | 370,000 compounds, 0.13% hits;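 active = inhibition above the mean of compounds falling within the control limits plus 3 SD of them, cut at about 14% in these data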;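 note: 0% = plate median of compound wells and 100% = 10 µM Aha-Tn7 peptide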
Target sequence (P02675 whole entry, looked up): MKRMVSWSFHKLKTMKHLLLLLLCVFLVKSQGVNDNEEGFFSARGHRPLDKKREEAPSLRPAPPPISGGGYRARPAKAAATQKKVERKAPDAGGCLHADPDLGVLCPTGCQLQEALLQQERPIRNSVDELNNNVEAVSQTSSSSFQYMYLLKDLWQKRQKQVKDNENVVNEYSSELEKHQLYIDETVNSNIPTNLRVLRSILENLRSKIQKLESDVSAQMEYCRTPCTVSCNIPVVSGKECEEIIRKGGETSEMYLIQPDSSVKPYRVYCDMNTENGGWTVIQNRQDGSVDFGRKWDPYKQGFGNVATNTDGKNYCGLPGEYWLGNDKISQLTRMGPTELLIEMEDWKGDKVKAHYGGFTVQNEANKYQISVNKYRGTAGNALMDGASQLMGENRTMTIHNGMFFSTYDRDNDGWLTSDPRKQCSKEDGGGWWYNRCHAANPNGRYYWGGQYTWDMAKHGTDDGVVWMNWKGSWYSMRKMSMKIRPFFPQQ
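Assay system: Human clot-derived fibrin DD(E) complex | Buffer or medium: Tris/NaCl/CaCl2 buffer, pH 7.8 | Repeats: One replicate per compound | Benchmarks: Aha-Tn7 high control | Measure: % inhibition scaled between sample-field median and high-control FP | Schedule: 10 min plus 3 h, room temperature | Signal: Fluorescence polarization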
ASAP1 inh: inhibitors of human ASAP1 ArfGAP activity, primary screen, biochemical, fluorescence polarization; Arf-GAP with SH3 domain, ANK repeat and PH domain-containing protein 1 (Homo sapiens), …; ASAP1-stimulated ARF1 GTP hydrolysis, GDP FP detection; inhibition, % at 16.5 µM; 360,000 compounds, 0.19% hits; AID 624377, 2012; in the data active = inhibition above about 25%;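 note: 0% = vehicle with enzyme and substrate and 100% = no enzyme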
Target sequence (Q9ULH1 325-724 limits assumed): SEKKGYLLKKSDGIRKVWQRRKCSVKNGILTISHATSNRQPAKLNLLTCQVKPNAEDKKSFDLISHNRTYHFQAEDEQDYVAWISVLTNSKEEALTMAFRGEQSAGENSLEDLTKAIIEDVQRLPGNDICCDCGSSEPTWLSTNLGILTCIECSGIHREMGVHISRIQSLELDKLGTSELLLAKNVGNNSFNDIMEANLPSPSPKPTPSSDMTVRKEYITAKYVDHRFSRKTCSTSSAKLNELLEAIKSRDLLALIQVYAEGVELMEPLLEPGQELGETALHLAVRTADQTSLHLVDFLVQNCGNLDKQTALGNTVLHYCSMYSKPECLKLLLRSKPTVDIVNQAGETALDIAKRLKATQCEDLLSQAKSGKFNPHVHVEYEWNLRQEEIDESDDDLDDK
ARFGAP1 inh: inhibitors of rat ARFGAP1 GAP activity, primary screen, biochemical, fluorescence polarization, GDP tracer | ADP-ribosylation factor GTPase-activating protein 1 (Rattus norvegicus), Q62848 | Arfgap1-stimulated ARF1 GTP hydrolysis, GDP FP detection | inhibition, % at 16.5 µM | 360,000 compounds, 0.26% hits;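 active = inhibition above a per-plate limit, mean inhibition of low control wells plus 3 SD, cut at about 25% in these data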;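 note: 0% = DMSO wells with enzyme and 100% = wells lacking Arfgap1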
Target sequence (Q62848 1-136 limits assumed): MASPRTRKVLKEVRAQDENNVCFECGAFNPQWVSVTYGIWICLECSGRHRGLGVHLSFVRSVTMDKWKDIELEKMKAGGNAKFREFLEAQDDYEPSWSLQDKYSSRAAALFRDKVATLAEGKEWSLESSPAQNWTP
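Material: rat Arfgap1 GAP domain (His6, aa 1-136), purified enzyme. Also added: human ARF1(Δ1-17)-GTP substrate. Compound dosing: 16.5 µM single point, 1.26% DMSO. Timing: enzyme reaction 120 min at 25 °C after 20 min preincubation. Signal: GDP detection by fluorescence polarization. Read-out basis: percent inhibition of GAP-stimulated GDP formation, scaled between DMSO and no-Arfgap1 medians.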
ADAM17 inh: ADAM17 inhibitors, primary screen, biochemical, QFRET | Disintegrin and metalloproteinase domain-containing protein 17 (Homo sapiens), P78536 | recombinant ADAM17, EDANS/DABCYL FRET peptide cleavage | inhibition, % at 6.95 µM | 370,000 compounds, 0.83% hits | AID 720648, 2013;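 active = inhibition above the mean of compounds lying between control limits plus 3 SD, set per campaign, cut at about 8.5% in these data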;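 note: 0% = DMSO-only wells as the low control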
UHRF1 MBD2 ctr: UHRF1 methylated DNA binding inhibitors, primary screen, counter-screen for MBD2 inhibitor project, biochemical, TR-FRET, human UHRF1, single concentration | UHRF1 binding to methylated oligo | E3 ubiquitin-protein ligase UHRF1 (Homo sapiens), Q96T88 | 370,000 compounds, 0.75% hits | AID 687016, 2013 | inhibition, % at 4.4 µM; in the data active = inhibition above about 21%;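 note: UHRF1 SRA domain binding a hemimethylated CpG hairpin DNA probe; 0% = median of test compound wells and 100% = reference inhibitor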
PLC-beta3 inh: human PLC-beta3 inhibitors, primary screen, biochemical, fluorescence; 1-phosphatidylinositol 4,5-bisphosphate phosphodiesterase beta-3 (Homo sapiens), Q01970; Purified PLC-beta3, fluorogenic substrate; inhibition, % at 12.2 µM; 370,000 compounds, 0.18% hits; in the data active = inhibition above about 11%;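 note: 0% = median of compound wells on plate and 100% = full blocker control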
Tn6 DDE FP: inhibitors of Tn6 peptide binding to fibrin DD(E), primary screen, biochemical, fluorescence polarization, human fibrin, Tn6 probe. Fibrinogen beta chain (Homo sapiens), P02675. Fibrin DD(E) TRITC-Tn6 fluorescence polarization displacement. inhibition, % at 8.3 µM. 370,000 compounds, 0.21% hits. AID 720509, 2013;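 active = inhibition above a per-campaign cutoff: mean of compounds within control limits plus 3 SD, cut at about 15% in these data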;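 note: 0% = median of all compound wells on the plate and 100% = blocking peptide control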
MBD2 inh: inhibitors of MBD2 binding to methylated DNA, primary screen, biochemical, TR-FRET, DNA-binding domain, human; 370,000 compounds, 0.31% hits; inhibition, % at 4.4 µM; MBD2 binding to methylated oligonucleotide; in the data active = inhibition above about 13%
Starred values were filed as active, the others as inactive; & = joins results of further samples.

Results for Cc1onc(-c2ccccc2Cl)c1C(=O)NCc1nnnn1-c1ccc(F)cc1 ?
PLCg1 inh: 5; proKLK7 act: 0.3; DDE Tn7 FP inh: 2; ASAP1 inh: -3; ARFGAP1 inh: -1; ADAM17 inh: -1; UHRF1 MBD2 ctr: -2; PLC-beta3 inh: -5; Tn6 DDE FP: -2; MBD2 inh: 1

What do the screens show for `COc1ccc(C2CC(=O)c3cnc(NC(=O)c4ccccc4)nc3C2)c(OC)c1` (configuration not stated)?
PLCg1 inh: 1; proKLK7 act: -0.4; DDE Tn7 FP inh: -3; ASAP1 inh: 3; ARFGAP1 inh: -1; ADAM17 inh: 1; UHRF1 MBD2 ctr: 1; PLC-beta3 inh: -2; Tn6 DDE FP: -3; MBD2 inh: 2

What do the screens show for `Cc1cccc(C(=O)c2c(N)sc3c2CCCC3)c1`?
PLCg1 inh: -6; proKLK7 act: 0.5; DDE Tn7 FP inh: 4; ASAP1 inh: 7; ARFGAP1 inh: 3; ADAM17 inh: 1; UHRF1 MBD2 ctr: -4; PLC-beta3 inh: -5; Tn6 DDE FP: -4; MBD2 inh: 2

Results for CC1(C(=O)NCc2ccccc2)Cc2c(-c3ccc(C(N)=O)cc3)ccnc2O1 (configuration not stated) ?
PLCg1 inh: 2; proKLK7 act: -0.3; DDE Tn7 FP inh: 0; ASAP1 inh: -11; ARFGAP1 inh: 7; ADAM17 inh: -2; UHRF1 MBD2 ctr: 6; PLC-beta3 inh: -3; Tn6 DDE FP: -9; MBD2 inh: 3

Results for O=C(/C=C/c1cccc(F)c1)OCC(=O)N1CCCc2ccccc21 ?
PLCg1 inh: -6; proKLK7 act: 0.1; DDE Tn7 FP inh: 6; ASAP1 inh: 7; ARFGAP1 inh: 3; ADAM17 inh: 2; UHRF1 MBD2 ctr: -2; PLC-beta3 inh: -6; Tn6 DDE FP: 3; MBD2 inh: 2

How did N#Cc1c(-c2ccccc2)nc(-c2ccccc2)[nH]c1=O do in these assays?
PLCg1 inh: 4; proKLK7 act: -1.9; DDE Tn7 FP inh: -4; ASAP1 inh: 21; ARFGAP1 inh: 7; ADAM17 inh: -1; UHRF1 MBD2 ctr: 3; PLC-beta3 inh: 6; Tn6 DDE FP: 5; MBD2 inh: 1

What do the screens show for `O=C(CN1CCOCC1)N1CCCc2c1c(=O)oc1ccc(OCc3ccccc3)cc21`?
PLCg1 inh: -41; proKLK7 act: 1.4; DDE Tn7 FP inh: -5; ASAP1 inh: -2; ARFGAP1 inh: 11; ADAM17 inh: -45; UHRF1 MBD2 ctr: 1; PLC-beta3 inh: -66; Tn6 DDE FP: 7; MBD2 inh: 0

Results for Cc1cc(C(=O)OCC(=O)Nc2cc(S(=O)(=O)N(C)C)ccc2Cl)c2ccccc2n1 ?
PLCg1 inh: -3; proKLK7 act: -0.4; DDE Tn7 FP inh: 4; ASAP1 inh: -5; ARFGAP1 inh: 2; ADAM17 inh: -3; UHRF1 MBD2 ctr: -1; PLC-beta3 inh: -7; Tn6 DDE FP: -3; MBD2 inh: 3

Results for CC(CN1C(C)CCCC1C)OC(=O)c1ccc(Cl)cc1 (configuration not stated) ?
PLCg1 inh: 0; proKLK7 act: -0.8; DDE Tn7 FP inh: -4; ASAP1 inh: 10; ARFGAP1 inh: 1; ADAM17 inh: 2; UHRF1 MBD2 ctr: -1; PLC-beta3 inh: 2; Tn6 DDE FP: -1; MBD2 inh: -3

How did COC(=O)c1ccc(C(=O)NN)cc1 do in these assays?
PLCg1 inh: 1; proKLK7 act: -97; DDE Tn7 FP inh: -6; ASAP1 inh: -5; ARFGAP1 inh: -6; ADAM17 inh: -3; UHRF1 MBD2 ctr: -4; PLC-beta3 inh: -8; Tn6 DDE FP: -3; MBD2 inh: 3

How did COc1ccc(-c2cc(-c3ccc(O)cc3)nc(N)c2C#N)cc1 do in these assays?
PLCg1 inh: inactive; proKLK7 act: -145; DDE Tn7 FP inh: 1; ASAP1 inh: 1; ARFGAP1 inh: 3; ADAM17 inh: -234; UHRF1 MBD2 ctr: 0; PLC-beta3 inh: inactive; Tn6 DDE FP: 5; MBD2 inh: -3

How did CCOC(=O)C1CCN(C2=NC(=O)/C(=C/c3ccc(Cl)cc3)S2)CC1 do in these assays?
PLCg1 inh: 2; proKLK7 act: 0.3; DDE Tn7 FP inh: -1; ASAP1 inh: 0; ARFGAP1 inh: -2; ADAM17 inh: -2; UHRF1 MBD2 ctr: -2; PLC-beta3 inh: -9; Tn6 DDE FP: -5; MBD2 inh: -1

Results for COc1cccc(-c2cc(C(F)(F)F)nc(-n3cc(Cl)cn3)n2)c1 ?
PLCg1 inh: -11; proKLK7 act: 0.4; DDE Tn7 FP inh: 4; ASAP1 inh: 8; ARFGAP1 inh: -11; ADAM17 inh: -4; UHRF1 MBD2 ctr: -1; PLC-beta3 inh: -21; Tn6 DDE FP: -7; MBD2 inh: 1

How did CN1CCN(CCC(=O)Nc2ccccc2)CC1 do in these assays?
PLCg1 inh: 2; proKLK7 act: -0.1; DDE Tn7 FP inh: 1; ASAP1 inh: -4; ARFGAP1 inh: 2; ADAM17 inh: -3; UHRF1 MBD2 ctr: -1; PLC-beta3 inh: -5; Tn6 DDE FP: 2; MBD2 inh: -4

What do the screens show for `Cc1ccc(/C=C/S(=O)(=O)NCC(=O)OCC(=O)Nc2ccc(C(N)=O)cc2)cc1`?
PLCg1 inh: 3; proKLK7 act: -0.3; DDE Tn7 FP inh: -8; ASAP1 inh: -7; ARFGAP1 inh: 4; ADAM17 inh: -1; UHRF1 MBD2 ctr: 23*; PLC-beta3 inh: -5; Tn6 DDE FP: 0; MBD2 inh: 4

Results for Cc1cc(Nc2ccc(Cl)cc2)nc(-c2ccccc2O)n1 ?
PLCg1 inh: -20; proKLK7 act: -0.3; DDE Tn7 FP inh: 4; ASAP1 inh: 10; ARFGAP1 inh: -8; ADAM17 inh: -3; UHRF1 MBD2 ctr: 2; PLC-beta3 inh: -34; Tn6 DDE FP: 4; MBD2 inh: 1

Results for C/C(Cn1cnc([N+](=O)[O-])n1)=N\NC(=O)c1cccnc1 ?
PLCg1 inh: 6; proKLK7 act: -0.4; DDE Tn7 FP inh: -8; ASAP1 inh: 2; ARFGAP1 inh: 2; ADAM17 inh: -17; UHRF1 MBD2 ctr: 5; PLC-beta3 inh: 3; Tn6 DDE FP: 0; MBD2 inh: -2

How did COc1ccc(S(=O)(=O)N(C)C)cc1NC(=O)C1CCN(c2ncnc3sc(C)c(C)c23)CC1 do in these assays?
PLCg1 inh: -8; proKLK7 act: -0.1; DDE Tn7 FP inh: -7; ASAP1 inh: 13; ARFGAP1 inh: 14; ADAM17 inh: 1; UHRF1 MBD2 ctr: 1; PLC-beta3 inh: -11; Tn6 DDE FP: 1; MBD2 inh: -3

How did CCOc1ncccc1C(=O)OCC(=O)Nc1ccc2c(c1)OCCO2 do in these assays?
PLCg1 inh: -5; proKLK7 act: -0.3; DDE Tn7 FP inh: 3; ASAP1 inh: -1; ARFGAP1 inh: -17; ADAM17 inh: 0; UHRF1 MBD2 ctr: 0; PLC-beta3 inh: -4; Tn6 DDE FP: -1; MBD2 inh: -1

How did CC(C)CNS(=O)(=O)/C=C/c1cc2c(cc1CNC(=O)OC(C)(C)C)OCO2 do in these assays?
PLCg1 inh: -4; proKLK7 act: 7.8; DDE Tn7 FP inh: 3; ADAM17 inh: -8; UHRF1 MBD2 ctr: -1; PLC-beta3 inh: -3; Tn6 DDE FP: -1; MBD2 inh: -6

How did CCOc1ccc(NC(=O)COC(=O)CSCC(=O)Nc2ccc(C)cc2C)cc1 do in these assays?
PLCg1 inh: 2; proKLK7 act: -0.6; DDE Tn7 FP inh: -6; ASAP1 inh: 6; ARFGAP1 inh: 10; ADAM17 inh: 0; UHRF1 MBD2 ctr: 2; PLC-beta3 inh: -2; Tn6 DDE FP: -5; MBD2 inh: 0

Results for O=C1CC(NCc2ccncc2)C(=O)N1c1ccc(Cl)cc1 (configuration not stated) ?
PLCg1 inh: -5; proKLK7 act: -0.3; DDE Tn7 FP inh: 6; ASAP1 inh: -3; ARFGAP1 inh: 4; ADAM17 inh: -1; UHRF1 MBD2 ctr: 1; PLC-beta3 inh: -6; Tn6 DDE FP: 3; MBD2 inh: 0

Results for COc1ccccc1CNC(=O)N1CCN(c2ccccc2)CC1 ?
PLCg1 inh: 3; proKLK7 act: -0.4; DDE Tn7 FP inh: 0; ASAP1 inh: 2; ARFGAP1 inh: 3; ADAM17 inh: -3; UHRF1 MBD2 ctr: -1; PLC-beta3 inh: -6; Tn6 DDE FP: 1; MBD2 inh: 1

Results for C=CCCC1CN(Cc2ccc(OC)cc2)S(=O)(=O)c2c(Oc3ccc(C(C)C)cc3)cccc2O1 (configuration not stated) ?
PLCg1 inh: 3&-1; proKLK7 act: 0.6&0.6; DDE Tn7 FP inh: -1&1; ASAP1 inh: 2&10; ARFGAP1 inh: -16&14; ADAM17 inh: -4&-2; UHRF1 MBD2 ctr: 2&-1; PLC-beta3 inh: 2&-1; Tn6 DDE FP: -3&4; MBD2 inh: 8&1

Results for Cc1ccc(S(=O)(=O)N(C)/N=C/C=C/c2ccccc2)cc1 ?
PLCg1 inh: 6; proKLK7 act: 0.1; DDE Tn7 FP inh: -2; ASAP1 inh: 7; ARFGAP1 inh: 1; ADAM17 inh: 6; UHRF1 MBD2 ctr: 1; PLC-beta3 inh: 1; Tn6 DDE FP: -2; MBD2 inh: -3

Quoted at random: two entries already listed
Results for C/C(Cn1cnc([N+](=O)[O-])n1)=N\NC(=O)c1cccnc1 ?
PLCg1 inh: 6; proKLK7 act: -0.4; DDE Tn7 FP inh: -8; ASAP1 inh: 2; ARFGAP1 inh: 2; ADAM17 inh: -17; UHRF1 MBD2 ctr: 5; PLC-beta3 inh: 3; Tn6 DDE FP: 0; MBD2 inh: -2

How did CCOc1ncccc1C(=O)OCC(=O)Nc1ccc2c(c1)OCCO2 do in these assays?
PLCg1 inh: -5; proKLK7 act: -0.3; DDE Tn7 FP inh: 3; ASAP1 inh: -1; ARFGAP1 inh: -17; ADAM17 inh: 0; UHRF1 MBD2 ctr: 0; PLC-beta3 inh: -4; Tn6 DDE FP: -1; MBD2 inh: -1
